CHX counter: counter-screen for Shiga toxin inhibitors: cycloheximide protein synthesis inhibition. cell reporter, cycloheximide protein synthesis inhibition counterscreen. max response, %. 300,000 tested, 12% active; in the data active means max response mostly above about 13%, no sharp cut-off; inactive means mostly below about 14%; further: read at 38.3 µM for the half of the compounds with a filed dose; 0% is about no effect
Pf growth 48h: P. falciparum growth inhibition at 48 hours (one generation); 310,000 tested, 5.9% active; P. falciparum luciferase growth in erythrocytes, 48 h; AID 504832; Potency, µM (top dose mostly 28.7 µM), inactives show top-dose activity change, negative = inhibition, hits mostly inhibitors; further: potency means the concentration at half of the fitted maximal effect; on the % scale 0 is the no-effect control and ±100 the full control effect
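In quantitative HTS format, infected erythrocytes bearing luciferase-reporter parasites were treated for a single generation at 37 C. Luminescence after adding detection reagent served as the growth measure.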
Tb PYK inh: blocks Trypanosoma brucei pyruvate kinase | Q57TT1 | 410,000 tested, 0.12% active | Potency, µM (top dose mostly 76.8 µM), without a hit: at the highest dose activity, negative = inhibition, actives largely listed as inhibitors | TbPYK enzyme, Kinase-Glo Plus ATP luminescence, 45 min | AID 624173; further: potency means the concentration at half of the fitted maximal effect; on the % scale 0 is the no-effect control and ±100 the full control effect; nearly all actives have a fitted effect of over 50% in size
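Enzyme and substrate buffer are dispensed first and compound is pin-transferred. ADP at 130 uM final then starts the reaction, which runs 45 min at room temperature. Detection reagent is added for 10 min before luminescence is imaged.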
LmPK inhibitor: blocks Leishmania mexicana pyruvate kinase activity. Q27686. purified LmPK, Kinase-Glo ATP luminescence, 1 h. Potency, µM (series often up to 57.5 µM), for inactives: top-dose activity change, negative = inhibition, hits mostly inhibitors. 290,000 tested, 0.37% active. AID 1721; further: potency means the concentration at half of the fitted maximal effect; on the % scale 0 is the no-effect control and ±100 the full control effect
Target sequence (Q27686 whole entry, looked up): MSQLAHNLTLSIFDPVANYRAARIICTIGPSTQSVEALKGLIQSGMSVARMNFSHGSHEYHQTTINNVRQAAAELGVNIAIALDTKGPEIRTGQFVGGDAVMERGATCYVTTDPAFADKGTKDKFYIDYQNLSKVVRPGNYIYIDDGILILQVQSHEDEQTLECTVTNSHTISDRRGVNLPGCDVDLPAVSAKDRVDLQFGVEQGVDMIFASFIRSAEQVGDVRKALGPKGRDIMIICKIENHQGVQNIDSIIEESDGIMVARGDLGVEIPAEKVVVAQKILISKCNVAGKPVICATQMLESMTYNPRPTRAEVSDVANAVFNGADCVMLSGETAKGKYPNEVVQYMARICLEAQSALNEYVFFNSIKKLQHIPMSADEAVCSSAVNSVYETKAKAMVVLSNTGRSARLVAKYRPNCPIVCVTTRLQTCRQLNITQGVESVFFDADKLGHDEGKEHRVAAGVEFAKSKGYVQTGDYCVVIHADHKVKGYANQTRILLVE
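ATP generated from ADP (0.1 mM) and PEP (0.5 mM) by 0.1 nM LmPK over 1 h at room temperature (pH 7.2 imidazole buffer) was detected by coupled luciferase luminescence. Values were normalized to uninhibited and no-enzyme wells.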
Pf growth 96h: P. falciparum growth inhibition at 96 hour, primary screen for plastid delayed-death inhibitors; P. falciparum luciferase reporter growth, 96 h; Potency, µM (top dose mostly 28.7 µM), inactives show at the top dose activity change, negative = inhibition, most hits filed as inhibitors; 320,000 tested, 6.9% active; further: potency means the concentration at half of the fitted maximal effect; on the % scale 0 is the no-effect control and ±100 the full control effect
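Erythrocytes infected with luciferase-expressing P. falciparum were dispensed at 2% hematocrit and 0.05% parasitemia (final), then incubated with compounds 96 hours at 37 C in 5% CO2. Luminescence after detection reagent addition reported growth.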
Shiga toxin inh: inhibitors of Shiga toxin in Vero cells; Vero cells, Shiga toxin protein synthesis inhibition reporter; 290,000 tested, 9.2% active; inhibition, % at 38.7 µM; in the data active means inhibition mostly above about 28%, no sharp cut-off; inactive means mostly below about 43%; further: 0% is about no effect
AMA1 RON2 block: AMA1-RON2 (P. falciparum) interaction inhibition; AlphaScreen AMA1-biotinylated RON2 peptide binding; Potency, µM (doses to about 58.2 µM), for the others: at the top dose activity change, negative = inhibition, usual class: inhibitors; 360,000 tested, 0.2% active; AID 720542;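 further: potency means the concentration at half of the fitted maximal effect; 0% = vehicle wells and -100% = peptide control; nearly all actives have a fitted effect of over 45% in size; some results filed as inactive show a strong effect at the top dose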
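AMA1 (3D7) with his tag at 25 nM final met compounds first, then biotinylated RON2 peptide at 25 nM; detection used donor plus acceptor beads, 10 µg/mL apiece, read by AlphaScreen after 30 min at room temperature.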
The depositor's hits bear a star; ? = inconclusive; . = no result given; [ ] = another dose, or the depositor's remark. Unless noted, the call rests on the fitted dose curve; in most records, active means well fitted curve in the direction sought with a large enough effect; inconclusive means small, poorly fitted or top-dose-only effect, or another doubt; inactive means no such curve, though single readings can be large; an effect the other way counts as inactive or inconclusive.

Structure	Tb PYK inh	Pf growth 48h	Shiga toxin inh	CHX counter	Pf growth 96h	LmPK inhibitor	AMA1 RON2 block
CC1(C)Cc2c(cnn2-c2ccc(F)cc2)C(NC(=O)C2=NNC(=O)CC2)C1 (configuration not stated)	?	-14%	39*	29*	15%	0%	-14%
COC(=O)c1ccc(Oc2nc(NC(C)C)nc(SC)n2)cc1	-2%	?	24	9.2*	.	11%	19%
c1ccc(CCC2CCCCN2Cc2cn[nH]c2-c2cc3ccccc3o2)nc1 (configuration not stated)	0%	?	-6	-2	?	-1%	0%
Cc1nonc1OCCNc1ccc([N+](=O)[O-])cc1	-1%	?	-5	-2	-2%	-2%	-12%
CCOC(=O)C1=C(CS(=O)(=O)c2ccc(C)cc2)NC(=O)NC1c1cc(OC)c(O)c(OC)c1 (configuration not stated)	-4%	18%	-2	-5	?	-2%	0%
O=C(Nc1ncc([N+](=O)[O-])s1)C1CC(=O)N(c2ccc(F)cc2)C1 (configuration not stated)	-12%	65%[activator]	34	10	41%[activator]	-1%	12%
Cc1cc(C)c2[nH]c(=O)c(C(c3nnnn3C(C)(C)C)N(Cc3ccco3)CC3CCCO3)cc2c1 (configuration not stated)	-5%	.	-4	10	1.9µM*	3%	-4%
CC(NC(=O)c1cccnc1)C(c1cccs1)N1CCOCC1 (configuration not stated)	-3%	-9%	-5	-1	59%[activator]	3%	1%
CN(Cc1nc2ccc(F)cc2[nH]1)C(=O)C1CCC(=O)N(C2CC2)C1 (configuration not stated)	9%	1%	-6	2	?	-9%	-2%
COc1ccc2oc(C(=O)OC(C)C(=O)NCc3ccccc3)c(C)c2c1 (configuration not stated)	-3%	0%	.	.	14%	.	-4%
CC(C)c1ccc(NC(=O)C2CCCCN2S(=O)(=O)c2ccccc2)cc1 (configuration not stated)	-6%	?	.	.	?	.	0%
Cc1nn(CC(=O)Nc2c(F)cc(F)cc2Br)c(=O)c2cccn12	5%	8%	8	-1	34%[activator]	-7%	18%
COC1CCN(Cc2cn(Cc3ccccc3)nc2-c2cc3ccccc3o2)CC1	-6%	10µM*	-4	-3	10µM*	0%	0%
Cc1c(CCOC(=O)c2cc([N+](=O)[O-])cc([N+](=O)[O-])c2)sc[n+]1CC(=O)c1ccccc1	4%	?	-7	11	?	11%	-9%
Cn1ncc(Cl)c1C(=O)NCc1ccc(Cl)cc1	4%	4%	-10	-1	38%[activator]	-1%	6%
CCCn1c(-c2ccccc2)cc(SC)c(C#N)c1=O	3%	-3%	-9	0	9%	5%	2%
Cc1cc(C(=O)N/N=C(\CCC(=O)O)c2cccs2)c2ccccc2n1	0%	18%	-21	-7	56%[activator]	0%	40%[activator]
COc1cc(Cl)c(C)cc1NC(=O)COC(=O)c1cc(SC)ccc1Cl	-2%	6%	-4	-2	6%	0%	-5%
Cc1ncc([N+](=O)[O-])n1CCN1C(=O)c2ccccc2C1=O	-3%	0%	-8	-2	?	7%	-8%
Cc1cc(=O)n2[nH]c(-c3ccc(Cl)cc3)cc2n1	-2%	?	82*	36*	?	4%	42%[activator]
COc1ccc(NC(=S)Nc2cccnc2)c(OC)c1	2%	14%	-9	-3	15µM*	-1%	-3%
Cc1cc(Cl)ccc1OCCn1cncn1	-4%	32%[activator]	-4	-1	28%	-10%	2%
O=C(COC(=O)Cc1ccc(Cl)cc1)NCc1ccc(F)cc1	-2%	7%	.	.	-23%	.	-5%
COc1ccc([N+](=O)[O-])cc1NS(=O)(=O)c1cc(C(=O)O)ccc1OC	3%	31%	-3	-2	-4%	-8%	0%
CCN(CCCC(=O)c1ccc(F)cc1)CCc1ccccc1	4%	-23%	-8	1	?	-2%	33%
O=C1CC(c2ccccc2)c2c(O)cc(O)cc2O1 (configuration not stated)	7%	7%	-14	-2	.	0%	-4%
COc1ccc(C2N(C(=O)CN3CCCC3)CCCN2S(=O)(=O)c2ccccc2)cc1 (configuration not stated)	4%	5.2µM*	19	11	?	-7%	18%
CCc1nnc(NC(=O)CCC(=O)NCc2ccccc2Cl)s1	-3%	23%	14	-3	42%[activator]	-7%	2%
CCOC(=O)Nc1nc2ccccc2s1	1%	227%[activator]	66*	31*	.	-11%	-4%
Cc1c(NC(=O)CSc2nnc(-c3cccc(Cl)c3)o2)c(=O)n(-c2ccccc2)n1C	0%	-1%	-11	1	.	-4%	23%

Quoted from the listing.
CC1(C)Cc2c(cnn2-c2ccc(F)cc2)C(NC(=O)C2=NNC(=O)CC2)C1 (configuration not stated) @ Pf growth 96h = 15%
c1ccc(CCC2CCCCN2Cc2cn[nH]c2-c2cc3ccccc3o2)nc1 (configuration not stated) @ CHX counter = -2
COC(=O)c1ccc(Oc2nc(NC(C)C)nc(SC)n2)cc1 @ CHX counter = 9.2*

(further entries)
Structure	Tb PYK inh	Pf growth 48h	Shiga toxin inh	CHX counter	Pf growth 96h	LmPK inhibitor	AMA1 RON2 block
CCC(C)[C@H](NC(=O)N1CC(=O)Nc2ccccc21)C(=O)N1CCC(C(=O)O)CC1 (some centres not stated)	2%	19%	1	-1	1%	6%	22%
CCC(=O)N1c2ccc(S(=O)(=O)N3CCN(C)CC3)cc2CC1C (configuration not stated)	2%	32%[activator]	9	-3	29%	2%	0%
Cn1cc(CCC(=O)N2CCCC(CCC(=O)NCc3ccc(F)c(F)c3)C2)cn1 (configuration not stated)	2%	?	43*	17*	28%	-3%	5%
CN(C)C(=O)CSc1nnc(-c2ccc(F)cc2)c2ccccc12	-2%	2%	24	-2	?	-2%	0%
Cc1cc(C2(c3ccc(O)c(C)c3)C(=O)Nc3ccccc32)ccc1O	5%	-23%	-11	-5	21%	2%	-6%
Cc1ccc(CNC(=O)CS(=O)(=O)c2ccccc2)cc1	0%	18%	44	26*	80%[activator]	4%	14%
O=C(CSc1nnc(CNC(=O)c2ccco2)o1)Nc1ccc(F)cc1F	-14%	12%	-12	-1	7%	-10%	27%
CSCC(CO)NS(=O)(=O)c1ccc(C)cc1 (configuration not stated)	2%	-1%	16	-2	32%[activator]	-2%	1%
CSc1ccccc1OCc1cc(C(=O)NCCN2CCCC(O)C2)no1 (configuration not stated)	-4%	-28%	-7	10	12%	1%	-12%
COc1cc(/C=N/OCC(=O)NC2CCS(=O)(=O)C2)ccc1OC(F)F (configuration not stated)	1%	7%	30	4	?	5%	1%
Cc1ccccc1NC(=O)/C(=C\c1cccs1)NC(=O)c1ccccc1	1%	15%	10	-4	104%[activator]	3%	-14%
COc1ccc(OC)c(C(=O)c2ccccn2)c1	0%	-17%	.	-3	11%	0%	5%
CCOC(=O)Cc1c(C)c2ccc(N(CC)CC)cc2oc1=O	-1%	3.7µM*	100*	19*	-14%	-4%	45%[activator]
CS(=O)(=O)N(CC(=O)N1CCCC1)c1cc(Cl)ccc1Cl	4%	-12%	-3	-4	-24%	-6%	-5%
COC(=O)/C(=C/c1cn(C)c2ccccc12)[N+](=O)[O-]	.	-5%	-6	1	?	9%	.
CC(C)c1ccc(NC(=O)CCNC(=O)Cn2ccc3ccccc3c2=O)cc1	7%	21%	-4	-7	36%[activator]	-2%	-5%
COCCN(Cc1cc2cc3c(cc2nc1Cl)OCO3)C(C)=O	-8%	0%	-4	1	9%	?	0%
Cn1c(=O)c2c(nc(SCCN3CCOCC3)n2Cc2ccccc2Cl)n(C)c1=O	-5%	?	2	-2	?	5%	2%
COc1ccc(CC2(CO)CCN(Cc3ccc4c(c3)CCO4)CC2)cc1	-2%	-23%	0	1	?	3%	-16%
CCCOc1c(Br)cc(C2C3=C(CCCC3=O)N(CC)C3=C2C(=O)CCC3)cc1OC	-5%	?	-5	-8	0%	8%	3%
COc1ccc(C(=O)Cn2cc[n+](C)c2)cc1	-12%	12µM*	-17	-3	119%[activator]	-2%	-5%
CC(C)c1ccc(NC(=O)C2C3C=CC4(CN(Cc5cccnc5)C(=O)C24)O3)cc1 (configuration not stated)	4%	-31%	-4	6	?	-6%	6%
COc1ccc(CC(=O)Nc2c3c(nn2-c2cccc(C)c2C)CS(=O)C3)cc1OC (configuration not stated)	-5%	16%	-3	-2	2.6µM*	-1%	20%
Oc1c(Cl)cc(Cl)cc1/C=N/c1ncn[nH]1	-1%	0%	-2	-3	14%	-17%	0%
COc1ccc(-c2nnc3ccc(SCC(=O)NCc4ccco4)nn23)cc1	-11%	?	-6	-2	11%	1%	-6%
O=C(c1c(F)cccc1F)N1CCN(c2cccc(C(F)(F)F)c2)CC1	-7%	27%	19	-2	?	3%	4%
NC(=O)N/N=C/c1cccc(C(F)(F)F)c1	-1%	?	18	-3	41%[activator]	5%	9%
O=C(c1cccnc1)C1CCCN(Cc2nc(Cc3ccccc3F)no2)C1 (configuration not stated)	4%	?	-24	-4	?	3%	-12%
Cc1cc(C)nc(NC(=O)c2ccc(C)c(C)c2)n1	-2%	53%[activator]	6	16	0%	0%	0%
O=C(Nc1ccccn1)c1ccc(=O)[nH]n1	4%	1%	-7	7	.	-2%	24%

Entries of single compounds, looked up by structure.
CCC(C)[C@H](NC(=O)N1CC(=O)Nc2ccccc21)C(=O)N1CCC(C(=O)O)CC1 (some centres not stated) reads Tb PYK inh = 2%; Pf growth 48h = 19%; Shiga toxin inh = 1; CHX counter = -1; Pf growth 96h = 1%; LmPK inhibitor = 6%; AMA1 RON2 block = 22%
CS(=O)(=O)N(CC(=O)N1CCCC1)c1cc(Cl)ccc1Cl reads Tb PYK inh = 4%; Pf growth 48h = -12%; Shiga toxin inh = -3; CHX counter = -4; Pf growth 96h = -24%; LmPK inhibitor = -6%; AMA1 RON2 block = -5%

Next section
Structure	Tb PYK inh	Pf growth 48h	Shiga toxin inh	CHX counter	Pf growth 96h	LmPK inhibitor	AMA1 RON2 block
O=C(Nc1ncccn1)C1=C(O)c2ccccc2S(=O)(=O)N1Cc1ccccc1	-2%	-1%	-4	-1	13%	2%	-11%
CC1=NN(Cc2ccccc2)C(=O)C1C(c1ccc(Cl)cc1)C(C#N)C#N (configuration not stated)	-13%	?	-12	-3	?	-4%	-25%
Cc1ccccc1CNC(=O)CN(c1ccccc1Cl)S(C)(=O)=O	-1%	3%	4	3	?	-1%	-5%
Cc1cc2oc(=O)cc(CN3CCCCC3C)c2cc1Cl (configuration not stated)	2%	?	-4	2	-13%	0%	-14%

High-throughput results: PubChem BioAssay, National Center for Advancing Translational Sciences (NCATS)
